# Screening results: PubChem BioAssay, National Center for Advancing Translational Sciences (NCATS)
# PLK1 PBD inh: inhibitors of human PLK1 polo-box domain binding; actives 2.8% (n = 360,000); Potency, µM, inactives show max response, negative = inhibition, usual class: inhibitors; Plk1 PBD binding of FITC phosphopeptide, fluorescence polarization; P53350; further: potency means the concentration at half of the fitted maximal effect; series mostly up to about 57 µM; on the % scale 0 is the no-effect control and ±100 the full control effect; nearly all actives have a fitted effect of over 65% in size
# Target sequence (P53350 whole entry, looked up, the tested form may be a part): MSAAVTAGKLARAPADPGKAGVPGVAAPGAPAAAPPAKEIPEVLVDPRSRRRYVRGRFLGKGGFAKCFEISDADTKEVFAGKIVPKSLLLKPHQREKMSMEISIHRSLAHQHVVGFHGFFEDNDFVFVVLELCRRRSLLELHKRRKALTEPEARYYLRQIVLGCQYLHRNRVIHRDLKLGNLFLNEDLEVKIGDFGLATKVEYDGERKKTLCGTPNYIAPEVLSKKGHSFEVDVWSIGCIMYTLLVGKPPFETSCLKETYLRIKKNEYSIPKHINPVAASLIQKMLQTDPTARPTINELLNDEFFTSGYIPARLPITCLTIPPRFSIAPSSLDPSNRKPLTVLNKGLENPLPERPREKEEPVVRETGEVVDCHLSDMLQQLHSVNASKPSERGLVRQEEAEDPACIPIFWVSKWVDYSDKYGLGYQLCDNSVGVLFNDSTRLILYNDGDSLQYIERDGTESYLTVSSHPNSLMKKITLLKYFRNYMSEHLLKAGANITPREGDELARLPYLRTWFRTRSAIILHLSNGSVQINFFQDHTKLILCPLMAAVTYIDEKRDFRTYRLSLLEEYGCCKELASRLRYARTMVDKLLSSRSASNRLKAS
# EPAC1 antagonist: blocks human EPAC1 exchange factor | actives 0.14% (n = 360,000) | EPAC1 GEF assay, Rap1b-BODIPY-GDP exchange fluorescence | O95398 | Potency, µM (series often up to 115 µM), without a hit: at the highest dose activity change, negative = inhibition, usual class: inhibitors;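 further: potency means the concentration at half of the fitted maximal effect; plate controls were vehicle for no effect and positive control for full effect; nearly all actives have a fitted effect of over 50% in size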
# Abeta rescue: A-beta toxicity reversal in yeast. yeast expressing A-beta42, growth rescue, OD600, 48 h; response scale: 0% DMSO, 100% iron-clioquinol control. AID 1347071. Potency, µM (titrated, usually from 46.1 µM), inactives show top-dose growth rescue, hits mostly activators. actives 0.063% (n = 410,000); further: potency means the concentration at half of the fitted maximal effect; nearly all actives have a fitted effect of over 55% in size
#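 Yeast A-beta toxicity model in growth medium with pinned compounds, 48 h at 30 C; growth read as absorbance at 600 nm. Normalized to FeCl3/clioquinol equimolar mix (positive) and DMSO (negative).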
# IL2 activator: IL-2 activation. AID 652025. actives 0.065% (n = 360,000). IL-2 activation reporter assay, cell-based qHTS; stimulated with anti-CD3/CD4/CD28 beads; in transgenic mouse T cells. activation, % (series mostly up to about 46 µM); in the data active means activation above about 50%; inconclusive means mostly about 30% to 49%; further: 0% is about no effect
#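 Screening format: compound pinned onto unstimulated transgenic mouse T cells, 60 min incubation, then anti-CD3/anti-CD4/anti-CD28 bead stimulation for 18 hours at 37 degrees C, followed by EGFP and DsRed detection.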
# WRN inhibitor: blocks human WRN helicase. Q14191. AID 651768. actives 0.46% (n = 360,000). WRN helicase unwinding, fluorescent forked duplex, kinetic. Potency, µM (doses to about 114 µM), for the others: top-dose activity change, negative = inhibition, most hits filed as inhibitors; further: potency means the concentration at half of the fitted maximal effect; on the % scale 0 is the no-effect control and ±100 the full control effect; nearly all actives have a fitted effect of over 55% in size
#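 WRN at 20 nM final was preincubated with compound for 15 min at room temperature; reaction started with 100 nM forked duplex oligonucleotide carrying fluorophore and quencher plus 2 mM ATP (final). Unwinding followed kinetically by red fluorescence (ex 525/em 598 nm).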
# EPAC1 agonist: EPAC1 (human) agonism; O95398; EPAC1 agonist qHTS, biochemical assay; response scale: 100% = response to 6.5 mM cAMP; Potency, µM (doses to about 154 µM), inactives show at the top dose activation, most hits filed as activators; actives 0.073% (n = 360,000); AID 720707; further: potency means the concentration at half of the fitted maximal effect; nearly all actives have a fitted effect of over 60% in size
#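 Compounds were pinned as a concentration titration into mixtures of EPAC1 (100 nM), BODIPY-GDP-loaded Rap1B (250 nM) and GDP (50 uM). After 5 min at room temperature, fluorescence was followed for 30 min; activity was scaled to 6.5 mM cAMP.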
# FUS suppressor: rescues growth of FUS-expressing yeast; S. cerevisiae FUS-expressing, growth rescue, OD600, 24 h; Potency, µM (titrated, usually from 76.6 µM), without a hit: at the top dose growth rescue (activation), actives largely listed as activators; actives 0.24% (n = 390,000); AID 1347120;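 further: potency means the concentration at half of the fitted maximal effect; plate controls were DMSO vehicle for no effect and reference control for full effect; nearly all actives have a fitted effect of over 55% in size; some results filed as inactive show a strong effect at the top dose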
#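 S. cerevisiae expressing FUS from galactose induction served as the toxicity model. Growth after 24hr at 30C, read as absorbance at 600 nm, indicates suppression of toxicity; compounds dosed at several concentrations.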
# PI5P4Ka inh: blocks human PI5P4K alpha kinase activity; P48426; PI5P4Kalpha enzyme, ADP-Glo luminescence, 60 min; stronger effect = lower value; max response, %; actives 1.2% (n = 330,000); active means max response of -50% or lower; inconclusive means between -30% and -50%; inactive means -30% or higher; further: value at the top dose of about 77 µM; on the % scale 0 is the no-effect control and ±100 the full control effect
# Target sequence (P48426 whole entry, looked up): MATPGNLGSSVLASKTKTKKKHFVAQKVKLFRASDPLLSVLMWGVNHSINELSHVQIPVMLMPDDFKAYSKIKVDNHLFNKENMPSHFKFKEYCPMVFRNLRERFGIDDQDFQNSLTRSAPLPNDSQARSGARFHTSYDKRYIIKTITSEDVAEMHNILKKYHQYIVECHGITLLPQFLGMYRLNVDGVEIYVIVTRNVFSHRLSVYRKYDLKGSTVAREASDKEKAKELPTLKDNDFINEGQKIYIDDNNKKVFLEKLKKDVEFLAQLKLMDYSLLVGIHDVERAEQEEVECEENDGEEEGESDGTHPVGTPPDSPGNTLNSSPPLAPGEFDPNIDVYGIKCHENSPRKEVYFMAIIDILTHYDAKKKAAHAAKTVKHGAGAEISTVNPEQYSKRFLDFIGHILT
#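 Enzyme plus substrate dispensed, test compounds pinned in, then ATP (5 microM final) added. After 60 min at RT, ADP-Glo reagent 1 for 45 min and reagent 2 for 30 min preceded luminescence imaging.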
# The depositor's hits bear a star; ? = inconclusive; . = not tested or not shown; [ ] = dose if it differs, or a comment. Unless noted, the call rests on the fitted dose curve; in most records, active means well fitted curve in the direction sought with a large enough effect; inconclusive means small, poorly fitted or top-dose-only effect, or another doubt; inactive means no such curve, though single readings can be large; an effect the other way counts as inactive or inconclusive. Not a hit list (roughly 4.1% active in at least one column).
nr | canonical_smiles | PI5P4Ka inh | EPAC1 antagonist | Abeta rescue | IL2 activator | FUS suppressor | PLK1 PBD inh | EPAC1 agonist | WRN inhibitor
1 | Cc1csc(=O)n1CC(=O)OC(C)C(=O)Nc1ccc(F)c(F)c1F (stereo unspecified) | 0 | -29% | -2% | -0.7 | 9% | 3% | 3% | 4%
2 | Cc1c(NC(=O)CSc2ccccc2Cl)c(=O)n(-c2ccccc2)n1C | 0 | -1% | 2% | 1.6 | -6% | -7% | 0% | 5%
3 | CC1CCC(C(C)C)C(OCC(O)CNC(C)c2ccccc2)C1 (stereo unspecified) | 16 | ? | 23% | -3.4 | ? | -5% | -10% | -14%
4 | Cc1ccc(S(=O)(=O)N2CCOCC2)cc1C(=O)NCc1ccc2c(c1)OCO2 | 3 | -10% | 14% | 1.0 | 17% | -6% | 2% | 1%
5 | CCOC(=O)c1[nH]c2cc3c(cc2c1NC(=O)CN1CCc2ccccc2C1)OCO3 | 2 | -19% | 9% | -0.8 | 38% | -21% | 18% | 9%
6 | Cc1ccc(C)c(NC(=O)CN(C)C(=O)c2ccc3ncsc3c2)c1 | -1 | 0% | 8% | -3.7 | -1% | -12% | 9% | -20%
7 | Cc1c(C(=O)NCC2CCCO2)oc2c(Cl)cccc12 (stereo unspecified) | -7 | -14% | 8% | 1.4 | -1% | 5% | -19% | -15%
8 | Cc1csc2nc(CNC(=O)C3CCCCC3)cn12 | 1 | 1% | 1% | 1.4 | -18% | -5% | 1% | -8%
9 | CCOC(=O)c1c(C)c(C(=O)NCc2cccs2)c(C)n1C | . | -3% | -1% | -1.7 | 21% | -14% | 6% | 1%
10 | CCOC(=O)C(=O)Nc1cc(C)on1 | 2 | -4% | -12% | 1.9 | 4% | -1% | 5% | -2%
11 | COC(=O)c1cc2occc2n1CC(=O)Nc1ccc(OC)c(OC)c1 | . | -1% | 2% | 0.9 | 2% | 1% | 4% | -3%
12 | O=C(CCCN1C(=O)/C(=C\c2cccs2)SC1=S)Nc1ccc(C(=O)O)cc1 | -23 | -20% | 5% | -0.7 | 22% | -26% | -4% | -8%
13 | C=CCC[C@H](Cc1ccc(F)cc1)C(=O)OC[C@@H](C)NC(=O)[C@H](CC=C)CC(=O)N(CCO)Cc1ccccc1 | 2 | -1% | 3% | 0.3 | 38% | 3% | -18% | -1%
14 | Clc1ccc(C=NC23CN4CN(CN(C4)C2)C3)cc1 | 4 | -14% | 19% | -0.2 | -9% | -13% | 10% | -15%
15 | CCN(C(=O)COC(=O)/C=C/c1cnc2ccccc2n1)C1CCS(=O)(=O)C1 (stereo unspecified) | 3 | 7% | -8% | -0.4 | 11% | -19% | -10% | -5%
16 | COc1ccc(CNC(=O)CCC(=O)c2ccc(F)cc2)cc1OC | -3 | 1% | 5% | 0.2 | 0% | 4% | 5% | -1%
17 | COc1cccc(C2/C(=C(\O)c3ccc(OC)c(OC)c3)C(=O)C(=O)N2c2cc(C)on2)c1 (stereo unspecified) | -2 | -4% | -14% | 0.2 | 14% | -8% | 0% | 4%
18 | COc1ccccc1NC(=O)Cn1cnc2c(cnn2-c2ccccc2)c1=O | -4 | -2% | 7% | 0.0 | 28% | -1% | 5% | 3%
19 | Cc1ccc(CONC(=O)c2cccc(C)c2)cc1 | -1 | -28% | -2% | 0.9 | -11% | -4% | 10% | 0%
20 | Cc1ccc(/C=N/NC(=O)C[n+]2ccccc2)o1 | 0 | 8% | -4% | 8.6 | -6% | -18% | 4% | 3%
21 | CC(=O)Nc1ccc(S(=O)(=O)NCCC(=O)NCCOc2ccccc2)cc1 | 1 | 0% | 4% | 0.7 | -10% | -10% | 5% | 10%
22 | CC(OC(=O)CNC(=O)c1ccco1)C(=O)N(C)c1ccccc1 (stereo unspecified) | -5 | -4% | -2% | 0.0 | 19% | 27µM* | 7% | 0%
23 | COc1ccc2c(c1)c(=Cc1ccc(N(C)C)cc1)c1cc(-c3ccccc3)[n+](C)n12 | ? | -26% | -84%[inhibitor] | 6.1 | . | -9% | 1% | 28µM*
24 | COc1ccccc1NC(=O)N1CCN(C(=O)Nc2ccccc2OC)CC1 | 3 | -16% | 10% | 1.1 | 8% | -4% | 5% | 4%
25 | CSc1ccccc1NC(=O)COC(=O)/C=C/c1ccco1 | -24 | -25% | 4% | -1.0 | 17% | -16% | 17% | ?
26 | CCc1cc(C(=O)NCCN(C)C)cs1 | . | 16% | 2% | -2.1 | -2% | 1% | -4% | 3%
27 | COc1cc(/C=C/c2ccc3cccc(O)c3n2)ccc1O | -17 | -19% | -13% | 0.0 | -14% | -8% | 27% | -13%
28 | O=C(c1cccn2c(=O)c3cc(Br)ccc3nc12)N1CCN(c2ccccn2)CC1 | . | -8% | -13% | -2.8 | 19% | -16% | 6% | -1%
29 | CC(C)C(=O)N(Cc1ccccc1)c1ccccn1 | . | 11% | -17% | -0.4 | -22% | -4% | -6% | -10%[57.1 µM]
30 | CN(C)S(=O)(=O)c1cccc(NC(=O)c2cc3c(cc2Cl)N2CCCCCC2=NS3(=O)=O)c1 | -3 | 8% | 2% | -0.1 | 27% | -3% | 10% | 0%
31 | O=C(NN1CC(=O)N(c2cc(Cl)cc(Cl)c2)CC1=O)c1sccc1Cl | 0 | -20% | 1% | -0.1 | 1% | -9% | -4% | -3%
32 | O=C(CS(=O)CC(=O)N(CC(=O)NC1CCCC1)c1ccc2c(c1)OCCO2)Nc1ccc(F)cc1 (stereo unspecified) | 4 | 5% | 11% | 1.1 | 9% | -4% | -1% | -2%
33 | CC(=O)N1c2ccc(S(=O)(=O)NCC3CCC(C(=O)NCc4ccccc4)CC3)cc2CC1C (stereo unspecified) | 7 | 7% | 13% | -2.3 | 18% | -4% | 0% | -3%
34 | CC1CCN(C(=O)CCNC(=O)c2ccccc2Cl)CC1 | 1 | -5% | -21% | -1.1 | -17% | 4% | -4% | 10%
35 | O=C(Cc1c(F)cccc1Cl)Nc1ccccc1C(=O)N1CCOCC1 | -1 | -5% | -16% | -1.9 | . | -2% | -2% | -11%
36 | Cc1cc(O)c(C(C)C)cc1C1(c2cc(C(C)C)c(O)cc2C)OC(=O)c2ccccc21 | -2 | -22% | 12% | -2.3 | 8% | 8% | -10% | -5%[57.1 µM]
37 | O=S(=O)(/N=C(/Nc1ccc(F)cc1F)c1ccc(Cl)cc1)c1ccccc1 | 11 | -24% | 20% | -0.3 | 8% | -6% | 8% | -1%
38 | CN(C)S(=O)(=O)c1ccc(C(=O)NNc2nc(-c3ccccc3)c3cc(Br)ccc3n2)cc1 | 10 | -11% | 11% | -0.2 | ? | 0% | 0% | 14%
39 | O=C(Nc1ccc(C(=O)NC2CCCCC2)cc1)c1cncc(Br)c1 | 2 | -10% | 4% | -1.6 | -17% | -4% | 3% | -19%
40 | Cc1ccc(C)c(S(=O)(=O)c2c[nH]c(=S)[nH]c2=O)c1 | 3 | -11% | . | 0.7 | -12% | -29% | 4% | -5%
41 | O=c1c(-c2ccccc2)c(O)c2cccc3c2n1CCC3 | -6 | 5% | -28% | -1.7 | 0% | -2% | -2% | 3%[57.1 µM]
42 | COc1cccc(C2=NOC(C(=O)Nc3cccc(C(C)=O)c3)C2)c1 (stereo unspecified) | . | 16% | -6% | -3.7 | 19% | 2% | -5% | -12%
43 | O=C(O)CSc1nnc(-c2ccncc2)n1Cc1ccccc1 | -2 | -4% | 0% | 0.5 | 3% | 1% | -12% | 2%
44 | CCOc1cccc(/C=N/NC(=O)c2cccnc2)c1O | 4 | ? | -38% | -0.5 | 5% | -4% | 13% | -22%
45 | CC(C)c1nnc(NC(=O)CC(C)c2ccccc2)s1 (stereo unspecified) | -7 | -13% | 4% | -0.4 | 7% | -6% | -4% | 11%

# Compound profiles, as listed above. Screens in order: PI5P4Ka inh, EPAC1 antagonist, Abeta rescue, IL2 activator, FUS suppressor, PLK1 PBD inh, EPAC1 agonist, WRN inhibitor
# CCOc1cccc(/C=N/NC(=O)c2cccnc2)c1O is listed as 4, ?, -38%, -0.5, 5%, -4%, 13%, -22%
# Cc1ccc(C)c(S(=O)(=O)c2c[nH]c(=S)[nH]c2=O)c1 is listed as 3, -11%, ., 0.7, -12%, -29%, 4%, -5%
# O=C(Cc1c(F)cccc1Cl)Nc1ccccc1C(=O)N1CCOCC1 is listed as -1, -5%, -16%, -1.9, ., -2%, -2%, -11%
# CN(C)S(=O)(=O)c1ccc(C(=O)NNc2nc(-c3ccccc3)c3cc(Br)ccc3n2)cc1 is listed as 10, -11%, 11%, -0.2, ?, 0%, 0%, 14%
# O=c1c(-c2ccccc2)c(O)c2cccc3c2n1CCC3 is listed as -6, 5%, -28%, -1.7, 0%, -2%, -2%, 3%[57.1 µM]

# (further entries)
nr | canonical_smiles | PI5P4Ka inh | EPAC1 antagonist | Abeta rescue | IL2 activator | FUS suppressor | PLK1 PBD inh | EPAC1 agonist | WRN inhibitor
46 | CCCCCOc1ccc(OC(=O)c2ccncc2)cc1 | 17 | 8% | -27% | -1.6 | 41% | 0% | -2% | -13%
47 | CCOc1ccccc1NC(=O)CN1CCC(NC(=O)c2ccccc2C)CC1 | 0 | -5% | -5% | -3.3 | 3% | 0% | -1% | -10%
48 | O=C(NC(NC(=O)c1ccccc1)c1cccc([N+](=O)[O-])c1)c1ccccc1 | 5 | 4% | 0% | 1.6 | . | -4% | -8% | -5%
49 | NCC(O)(c1ccc(Cl)cc1)c1ccc(Cl)cc1 | 2 | -2% | 9% | 0.4 | -4% | -7% | -10% | -3%

# Sorted by formula weight (smallest number first): some entries from above.
nr | canonical_smiles | PI5P4Ka inh | EPAC1 antagonist | Abeta rescue | IL2 activator | FUS suppressor | PLK1 PBD inh | EPAC1 agonist | WRN inhibitor
14 | Clc1ccc(C=NC23CN4CN(CN(C4)C2)C3)cc1 | 4 | -14% | 19% | -0.2 | -9% | -13% | 10% | -15%
6 | Cc1ccc(C)c(NC(=O)CN(C)C(=O)c2ccc3ncsc3c2)c1 | -1 | 0% | 8% | -3.7 | -1% | -12% | 9% | -20%
35 | O=C(Cc1c(F)cccc1Cl)Nc1ccccc1C(=O)N1CCOCC1 | -1 | -5% | -16% | -1.9 | . | -2% | -2% | -11%
